Screening results as filed in PubChem BioAssay.
TNF necrop inh: inhibitors of TNF-alpha triggered necroptosis, primary screen, cell-based, Jurkat FADD-/-, single concentration; Jurkat FADD-/- TNF necroptosis rescue, ATP luminescence, 24 h; 0 = TNF only, 100 = no-TNF cells; activation (protection from cell death), % at 10 µM; 220,000 compounds, 0.068% hits; AID 463075, 2010;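 active = activation, meaning protection from cell death, of at least 50% relative to plate controls; inactive = activation below 50%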;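 also: necroptosis triggered by 40 ng/mL TNF-alpha added together with compound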
CHOP inhibitor: inhibitors of CHOP promoter induction, primary screen, cell-based, unfolded protein response, luciferase reporter; CHO-K1 CHOP-promoter luciferase, tunicamycin-induced, 15-18 h; inhibition, % at 10 µM; 220,000 compounds, 3.8% hits; AID 2732, 2010;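 active = compounds that reduced the stress-induced luciferase reporter signal by more than about 70% of percent inhibition, limit read from the data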;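 also: 0% = tunicamycin plus vehicle and 100% = wells without tunicamycin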
PPC-1+TRAIL kill: compounds killing PPC-1 cancer cells with TRAIL present, primary screen, TRAIL potentiator project, ATPLite luminescence, uHTS; PPC-1 cells + TRAIL, ATPLite viability luminescence; cell killing (% activity), % at 4 µM; 220,000 compounds, 0.41% hits;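 active = cell killing above 50% in the first pass at 4 µM, then a duplicate retest at 5 µM averaging 50% or more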;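 also: plate controls were cells with TRAIL plus DMSO for no effect and medium-only wells lacking cells for full effect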
TRPML3 agonist: human TRPML3 channel agonists, primary screen, cell-based, HEK293 TRPML3-YFP, Fluo-8 calcium fluorescence, 3 µM. Mucolipin-3 (Homo sapiens), Q8TDD5. 100% = the carbachol control signal. activation, % at 3 µM. 220,000 compounds, 0.29% hits. AID 1448, 2008;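 active = activation above its plate's cutoff, the mean activation of the plate's test wells plus 3 SD, cut at about 12% in these data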;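 also: 0% = DMSO only wells and 100% = carbachol wells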
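Test system: TRPML3-YFP stable HEK293 cells. Doses: single point at 3 µM. Incubation: dye loading 1 h 37 °C then 30 min ambient, 125 s read. Signal: Fluo-8 calcium dye fluorescence, ex 470-495, em 515-575 nm. Measure: percent activation from peak-to-basal fluorescence ratio, scaled between DMSO and carbachol.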
NCF1 inh: p47phox/p22phox peptide binding inhibitors, primary screen, biochemical, uHTS, NADPH oxidase regulatory subunit; Neutrophil cytosol factor 1 (Homo sapiens), P14598; 220,000 compounds, 0.53% hits; inhibition, % at 24.7 µM; fluorescence polarization, 2 h; AID 1274, 2008;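 active = inhibition above about 30%, limit read from the data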;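 also: 0% = p47phox with labelled peptide and 100% = labelled peptide alone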
Target sequence (P14598 whole entry, looked up): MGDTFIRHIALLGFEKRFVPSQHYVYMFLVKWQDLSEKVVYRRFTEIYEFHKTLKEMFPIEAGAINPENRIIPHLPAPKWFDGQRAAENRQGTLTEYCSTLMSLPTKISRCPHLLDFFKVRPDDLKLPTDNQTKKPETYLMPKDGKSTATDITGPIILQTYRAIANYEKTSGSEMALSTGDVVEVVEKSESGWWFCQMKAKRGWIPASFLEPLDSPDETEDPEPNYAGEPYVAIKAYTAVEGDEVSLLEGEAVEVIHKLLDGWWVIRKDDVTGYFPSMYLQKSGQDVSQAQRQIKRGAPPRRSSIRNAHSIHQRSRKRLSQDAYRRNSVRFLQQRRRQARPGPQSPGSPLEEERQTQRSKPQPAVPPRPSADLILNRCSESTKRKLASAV
EBV gp42 block: Epstein-Barr virus gp42 inhibitors, primary screen, biochemical, uHTS, fluorescence polarization. inhibition, % (tested at 21.74 µM). Fluorescence polarization binding assay, mP read-out. 220,000 compounds, 0.42% hits. AID 1085, 2008; in the data active = inhibition above about 50%
TRPN1 ag: zebrafish TRPN1 channel agonists, primary screen, cell-based, HEK293, calcium fluorescence | transient receptor potential cation channel N1 (TRPN1/NompC), Danio rerio | HEK293 zebrafish TRPN1-YFP, Fluo-8 calcium fluorescence; 100% = response to 87 µM carbachol | activation, % at 3 µM | 220,000 compounds, 0.18% hits | AID 1424, 2008;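 active = activation above its plate's cutoff, the mean activation of test wells on that plate plus 3 SD, cut at about 19% in these data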;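 also: 0% = DMSO alone and 100% = 87 µM carbachol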
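Material – zebrafish TRPN1-YFP in HEK293 cells · Doses – 3 µM single point · Schedule – dye 1 h 37 °C plus 30 min RT · Signal – Fluo-8 calcium fluorescence, excitation 470-495 nm, emission 515-575 nm · Read-out – % activation versus carbachol response · Control set – carbachol high, DMSO low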
Runt-SMMHC FRET: inhibitors of RUNX1 Runt–CBFb-SMMHC binding, primary screen, biochemical, FRET, Cerulean-Runt, Venus-CBFb-SMMHC, uHTS. Runt-related transcription factor 1 (Homo sapiens) + Core-binding factor subunit beta …. Cerulean-Runt/Venus-CBFb-SMMHC FRET ratio 530/480, 1 h. inhibition, % at 20 µM. 220,000 compounds, 0.74% hits. AID 1434, 2008;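 active = mean inhibition across duplicate retests at 20 µM reaching about 50%, limit read from the data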;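 also: 0% = DMSO wells and 100% = wells with excess untagged CBFb-SMMHC; inhibitors lower the FRET ratio by blocking Runt binding to CBFb-SMMHC; some results filed as inactive read as strong as hits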
Mdm2 ligase inh: MDM2-luciferase reporter signal enhancers, primary screen, MDM2 E3 ligase inhibitor project, cell-based, luminescence, 1536-well; E3 ubiquitin-protein ligase Mdm2 (Homo sapiens), Q00987; 210,000 compounds, 0.11% hits; signal enhancement, % at 5 µM; AID 1230, 2008; cell-based MDM2 ubiquitination luciferase reporter, 2 h; 0 = plate control, 100 = twice control, blank-subtracted;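 active = signal enhancement of 30% or more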;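 also: luminescence tracks abundance of the self-degrading MDM2-luciferase fusion protein; higher signal means inhibition of MDM2 E3 ligase activity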
Target sequence (Q00987 whole entry, looked up, the tested form may be a part): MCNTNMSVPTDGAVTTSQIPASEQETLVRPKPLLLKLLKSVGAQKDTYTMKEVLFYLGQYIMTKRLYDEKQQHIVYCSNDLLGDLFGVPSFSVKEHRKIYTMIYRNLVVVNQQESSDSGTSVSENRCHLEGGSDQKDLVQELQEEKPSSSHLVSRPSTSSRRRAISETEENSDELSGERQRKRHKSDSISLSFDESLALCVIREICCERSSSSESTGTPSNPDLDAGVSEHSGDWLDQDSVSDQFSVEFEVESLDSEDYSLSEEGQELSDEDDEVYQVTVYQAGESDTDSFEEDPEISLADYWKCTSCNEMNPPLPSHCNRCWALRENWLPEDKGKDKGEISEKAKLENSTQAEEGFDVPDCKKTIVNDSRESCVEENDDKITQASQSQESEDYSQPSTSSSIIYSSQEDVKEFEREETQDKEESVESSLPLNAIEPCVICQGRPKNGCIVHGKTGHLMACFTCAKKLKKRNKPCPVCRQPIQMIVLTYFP
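Assay system: stable mammalian line carrying autodegrading MDM2–luciferase fusion reporter; amount: 2000 cells seeded into each well; buffer or medium: DMEM; benchmarks: plate control and blank wells; signal: luciferase luminescence; timing: 2 h compound exposure at 37 °C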
* marks the source's active call; other numbers are inactive results; . = not tested or not shown; [ ] = another dose, or the depositor's remark. An unsorted share of the library; about 5.9% have a hit in one of these screens.

mol	PPC-1+TRAIL kill	TNF necrop inh	NCF1 inh	TRPN1 ag	TRPML3 agonist	CHOP inhibitor	Mdm2 ligase inh	EBV gp42 block	Runt-SMMHC FRET
CN(C)CCCNc1ccc(-c2nn(C)c(=O)c3ccccc23)cc1[N+](=O)[O-]	-1	-4.9	-9	-0.6	0.3	-8	-7	-12	-2
CC(=O)NCC(=O)N1CCCC(C(=O)c2ccc(Oc3ccccc3)cc2)C1 (centres undefined)	11	0.8	-3	-0.3	0.5	20	-21	-12	-3
CCC1(C(=O)OC)CCc2c(cc(OC)c3ccccc23)C1=O (centres undefined)	13	0.6	-6	-3.0	-0.1	-4	-3	-6	1
COc1ccc(-n2cc(-c3ccccc3)c3c(N4CCN(CCO)CC4)ncnc32)cc1	24	-1.4	-14	3.1	0.2	16	-13	-22	-2
FC(F)(F)c1cccc(Oc2nc(-c3ccccc3)nnc2C(F)(F)F)c1	19	-13	-8	0.9	0.6	-25	-3	-13	-9
COc1ccc(OCC(=O)N2CCN(C(=O)COc3ccccc3)CC2)cc1	33	0.0	-8	0.9	0.6	-35	-26	-8	2
Cn1c(=O)n(C)c2cc(/C=C3/SC(=O)N(CC(=O)N4CCOCC4)C3=O)ccc21	-18	0.6	3	0.4	0.7	-11	2	5	-1
Cc1ccc(C(=O)N/C(=C/c2ccco2)C(=O)O)cc1	4	0.3	0	0.9	0.4	-5	-14	-5	2
CCCCCc1cc(=O)oc2c(C(CCN(CC)CC)c3ccc(OC)cc3)c(OC)cc(OC)c12 (centres undefined)	-1	-24	-18	.	.	57	-10	-17	1
CCCNC(=S)Nc1ccc(Br)cc1	9	-4.8	4	3.0	1.5	-19	-1	0	6

Next part; it opens with the 2 that closed the last part.
mol	PPC-1+TRAIL kill	TNF necrop inh	NCF1 inh	TRPN1 ag	TRPML3 agonist	CHOP inhibitor	Mdm2 ligase inh	EBV gp42 block	Runt-SMMHC FRET
CCCCCc1cc(=O)oc2c(C(CCN(CC)CC)c3ccc(OC)cc3)c(OC)cc(OC)c12 (centres undefined)	-1	-24	-18	.	.	57	-10	-17	1
CCCNC(=S)Nc1ccc(Br)cc1	9	-4.8	4	3.0	1.5	-19	-1	0	6
COC(c1ccccc1)c1nnc(CCC(=O)N(C)C(C2CC2)C2CC2)o1 (centres undefined)	-17	-0.5	1	0.1	1.1	1	-6	-10	2
O=C(CN1CCC(NC(=O)C2CCCCC2)CC1)NCc1ccco1	11	1.2	1	-0.8	0.2	3	-1	-4	1
COC(=O)Cc1nnc(Nc2cccc(C)c2)c2ccccc12	4	1.3	-9	-1.9	-1.0	18	-27	-3	0
Cc1cc2cc(CNC(=S)NC3CCCCC3)ccc2n1C	13	-1.0	-7	0.6	0.3	26	-11	-12	0
CCC1(C(=O)c2ccccc2)C(c2cccc([N+](=O)[O-])c2)C1(C(=O)OC)C(=O)OC (centres undefined)	4	0.0	-3	-3.3	-0.4	12	-6	-10	4
O=c1c(=NNc2ccccc2Cl)c(=O)c2ccccc12	17	-12	-3	1.0	0.0	30	-15	3	-3
COc1ccc(C(C(=O)NC2CCCCC2)N(C(=O)CCl)c2ccc(C)cc2)cc1 (centres undefined)	72*	-24	-2	1.7	1.2	40	8	-11	-1
O=C(COC(=O)/C=C/c1ccc(OC(F)F)cc1)NCc1cccs1	25	1.9	-3	2.0	0.0	-7	-4	-12	-2
CC(=O)c1c(C)nn(CC(O)Cn2c3c(c4cc(C)ccc42)CCCC3=O)c1C (centres undefined)	-1	0.9	-9	0.2	0.1	25	0	0	0
Cc1ccc(CNC(=O)COC(=O)C2CCN(S(=O)(=O)c3cccs3)CC2)cc1	23	-0.1	7	1.3	1.1	-5	-20	-4	2
O=C(c1ccccc1)N1CN2CN(C(=O)c3ccccc3)CC([N+](=O)[O-])(C2)C1	13	0.7	-7	-0.6	0.3	-12	-13	-6	0
O=C(NCCCO)NC12CC3CC(CC(C3)C1)C2	31	1.2	-4	0.7	0.8	7	-7	-4	-7
CCN(CC)S(=O)(=O)c1cc(C(=O)O)c(Cl)cc1Cl	1	0.8	-15	0.0	0.5	0	-13	-9	-1
CCOC(=O)C1=C(COC(=O)C2(C)CC2(Cl)Cl)NC(=O)NC1c1ccc(OC)cc1 (centres undefined)	-8	3.0	-14	0.2	0.6	14	-2	-21	-2
Nc1c(S(=O)(=O)c2cc(Cl)ccc2Cl)c2nc3ccccc3nc2n1CCN1CCOCC1	15	-0.1	-30	-1.0	0.3	10	.	-14	-3
CCOC(=O)c1c(NC(=O)c2ccc(Br)o2)sc(C)c1CC	-1	0.9	-22	-2.3	-0.3	12	-4	-3	1
CSc1ccccc1C(=O)C1CCCN(C(=O)c2csnn2)C1 (centres undefined)	3	-0.9	-3	-0.8	0.0	32	2	-11	0
Cc1nonc1NC(=O)CSc1nc(C2CCCCC2)nc2ccccc12	14	-5.3	-8	-0.8	-0.1	-55	-12	18	-6
CCCCNC(=O)c1onc(CSc2cccc(OC)c2)c1C(=O)O	4	-1.8	-6	0.6	-0.1	5	-5	7	3
CCOc1ccccc1NC(=O)C(Sc1nnnn1C)c1ccccc1 (centres undefined)	-13	-1.9	0	-1.9	0.1	7	-4	1	-2
Cc1ccc(NS(=O)(=O)c2cccc(C(=O)NCC(c3cccs3)N(C)C)c2)cc1 (centres undefined)	3	1.1	-5	1.6	2.5	14	1	-5	3
CSC1=C(C#N)C(c2ccc(C)s2)CC(=O)N1 (centres undefined)	9	2.9	-21	-0.9	0.1	14	-10	-5	4
CCN(CC(=O)Nc1ccc(NC(C)=O)cc1)C(=O)/C=C/c1cccs1	-1	2.2	-5	1.6	1.5	15	-8	-11	3
Cn1ncc([N+](=O)[O-])c1C(=O)Nc1ccc2c(c1)OCCO2	11	-2.9	-2	0.8	0.0	8	-30	-12	3
Cc1ccc(OCc2nc3ccccc3[nH]2)cc1	49[5 µM]	4.0	-9	0.0	-1.2	-9	-93	-3	3
CCOC(=O)N1CCN(C(=O)CS(=O)(=O)c2cn(Cc3cccc(F)c3)c3ccccc23)CC1	24	-0.9	10	2.2	1.0	27	-12	-177	2
Cc1c(C(=O)Nc2cccc3cccnc23)oc2ccccc12	18	0.3	2	0.4	0.9	-11	-5	-7	-4
CCCCCc1cc(=O)oc2c(C(CCN3CCCCC3)c3ccc4c(c3)OCO4)c(OC)cc(OC)c12 (centres undefined)	-4	-20	-5	.	.	88*	-4	-19	4
CC1CSc2n(-c3cccc(C(F)(F)F)c3)cc(-c3ccccc3)[n+]21 (centres undefined)	3	-0.9	3	0.6	-0.6	13	-2	-6	-1
CCn1cc2c(c1-c1cccc(C)c1)c(=O)n(C)c(=O)n2C	0	-0.9	-4	3.1	0.3	16	-40	-17	3
CCc1ccc(N2C(=O)C3C(C2=O)N2CCCN2C3c2ccccc2)cc1 (centres undefined)	-8	3.6	-4	0.3	0.7	2	-9	-9	2
C=CCOc1c(Br)cc(/C=N/Nc2ccc(C(=O)O)cc2)cc1OCC	12	-0.5	-15	-0.4	-0.3	56	9	8	-1
O=C(c1ccc(COc2ccc(Cl)cc2)cc1)N1CCCCC1	-13	1.1	-13	0.7	-0.5	29	-5	-1	0
CCOC(=O)Cn1c(=O)oc2cc(S(=O)(=O)NCCC(C)C)ccc21	22	0.0	4	2.6	0.2	47	-19	3	-5
CSc1nnc(-c2ccco2)c(-c2ccco2)n1	1	-2.9	-5	0.1	0.6	21	-10	-12	-8
COc1ccc(CCn2nnnc2C(c2ccccc2)N2CCN(C)CC2)cc1OC (centres undefined)	-7	1.2	-16	-0.5	0.2	-3	-13	-8	3
O=c1[nH]c(CSc2nc3ccccc3o2)nc2c1cnn2-c1ccccc1	3	2.6	-30	1.3	0.4	74*	-5	-13	-12
CC(CN1CCOCC1)OC(=O)C(c1ccccc1)c1ccccc1 (centres undefined)	-1	-2.3	-11	-1.5	-1.3	9	-2	-21	1
COc1cccc(N2CCN(C(=S)Nc3cc(C)cc(C)c3)CC2)c1	-4	-4.8	.	0.9	1.0	5	-18	-7	-11
O=C(NCc1cccnc1)c1cn(CCc2ccccc2)nn1	2	0.3	-2	1.1	0.7	-9	-7	-6	-1
COc1cccc(CNC(=O)C2CCN(Cc3cnn(-c4ccccc4)c3-n3cccc3)CC2)c1	25	0.6	-6	0.8	-0.2	22	-26	2	1
C/C(=N\NC(=O)Cc1cccn1C)c1cccc2ccccc12	12	1.4	-17	-1.4	0.6	39	-2	-18	4
N/C(=N\O)c1ccccc1N1CCCCC1	4	0.0	6	1.0	0.6	-7	-20	7	0
CC1CCC/C(=N/NC(=O)c2ccccc2-n2cccc2)C1 (centres undefined)	6	-0.1	-10	-0.8	-0.1	-14	2	-17	-2
Cc1noc(C)c1COC(=O)c1cccc(S(=O)(=O)N2c3ccccc3CC2C)c1 (centres undefined)	-2	-0.8	-9	0.9	4.8	53	-22	-2	-3
CCCC(=O)C1=C(N2CCCCC2)CC(C)(C)C(C(=O)OC)C1=O (centres undefined)	13	1.8	-11	-0.4	0.7	19	5	-23	3
O=[N+]([O-])c1cccc(/C=N/Nc2cc(Cl)nc(-c3ccccc3)n2)c1	21	-4.7	2	1.2	1.0	45	-8	0	-1
COc1ccc(C(=O)NN2CCCCC2)cc1OC	3	-1.4	-19	0.6	0.7	-12	-5	2	2
COc1ccc(C2=Nc3cc(C)ccc3OC2)cc1	52*	-5.5	-11	0.3	-0.5	-4	-10	-13	2
O=C(Nc1nc2n(n1)C(c1ccc(Cl)cc1)CC(c1ccc(Cl)cc1)N2)c1ccco1 (centres undefined)	11	-0.8	-10	-0.4	-0.4	81*	-2	-14	95
